# Assay outcomes: PubChem BioAssay, The Scripps Research Institute Molecular Screening Center
# TEAD-YAP inh: TEAD-YAP interaction inhibition; HEK-TIYL cells, TEAD-Gal4/YAP UAS-luciferase luminescence; inhibition, % at 9.12 µM; 640,000 tested, 1.4% active; AID 1259422; in the data active means inhibition above about 32%;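 further: 0% = median of test compound wells and 100% = reference inhibitor wells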
# MITF primary: blocks human microphthalmia-associated transcription factor; 650,000 tested, 0.91% active; O75030; inhibition, % at 2.6 µM; AlphaScreen MITF homodimerization, bead proximity signal; AID 1259374; in the data active means inhibition above about 50%;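 further: 0% = vehicle wells with protein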
# FBW7 activator: human FBW7 E3 ligase activation, primary screen. Q969H0. AlphaScreen FBW7–phospho-cyclin E peptide binding, activator screen. normalized activity (activation), % at 26.1 µM. 650,000 tested, 0.13% active; in the data active means normalized activity above about 1.9%;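 further: purified mutant Fbw7 with reduced substrate affinity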
# Target sequence (Q969H0 whole entry, looked up): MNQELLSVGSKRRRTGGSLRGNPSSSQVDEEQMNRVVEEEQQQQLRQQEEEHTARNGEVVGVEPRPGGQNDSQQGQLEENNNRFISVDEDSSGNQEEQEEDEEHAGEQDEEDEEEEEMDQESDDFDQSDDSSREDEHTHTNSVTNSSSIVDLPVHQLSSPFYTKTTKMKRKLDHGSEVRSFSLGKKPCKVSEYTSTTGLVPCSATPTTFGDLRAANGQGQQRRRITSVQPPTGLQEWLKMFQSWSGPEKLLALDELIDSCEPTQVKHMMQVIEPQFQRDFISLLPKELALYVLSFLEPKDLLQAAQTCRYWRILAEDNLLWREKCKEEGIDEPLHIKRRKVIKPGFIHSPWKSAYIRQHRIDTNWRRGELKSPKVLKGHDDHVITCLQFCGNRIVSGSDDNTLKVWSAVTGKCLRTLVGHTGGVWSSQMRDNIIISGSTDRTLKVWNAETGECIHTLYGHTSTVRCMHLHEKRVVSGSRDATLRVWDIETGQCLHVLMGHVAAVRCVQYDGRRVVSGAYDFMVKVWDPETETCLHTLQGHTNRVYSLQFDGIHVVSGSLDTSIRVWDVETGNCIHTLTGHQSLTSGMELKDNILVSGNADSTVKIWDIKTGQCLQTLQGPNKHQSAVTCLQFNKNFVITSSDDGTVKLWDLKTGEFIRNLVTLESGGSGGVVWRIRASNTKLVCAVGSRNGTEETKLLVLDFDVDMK
# GPR151 activ: human GPR151 activation | 650,000 tested, 1% active | activation, % at 11.2 µM | PathHunter beta-arrestin GPR151 cells, luminescence | Q8TDV0; in the data active means activation above about 4.9%;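 further: 0% = median of compound wells and 100% = cells with positive control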
# Target sequence (Q8TDV0 whole entry, looked up): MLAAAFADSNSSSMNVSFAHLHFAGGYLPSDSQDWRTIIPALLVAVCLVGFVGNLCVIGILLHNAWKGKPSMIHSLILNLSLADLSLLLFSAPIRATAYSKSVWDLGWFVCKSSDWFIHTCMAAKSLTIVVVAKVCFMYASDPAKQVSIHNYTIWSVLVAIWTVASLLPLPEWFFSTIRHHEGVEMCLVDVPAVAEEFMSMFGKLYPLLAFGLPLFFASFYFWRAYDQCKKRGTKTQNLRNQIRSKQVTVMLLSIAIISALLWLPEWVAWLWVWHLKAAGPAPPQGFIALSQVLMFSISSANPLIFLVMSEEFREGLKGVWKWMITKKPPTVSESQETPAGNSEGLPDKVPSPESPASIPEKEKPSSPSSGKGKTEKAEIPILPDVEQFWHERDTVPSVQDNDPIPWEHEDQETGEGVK
# * hit, by the source's call.
# Screens in order: TEAD-YAP inh, MITF primary, FBW7 activator, GPR151 activ
> CN(C)S(=O)(=O)c1ccc(NC(=O)Cc2ccc(F)cc2)cc1
 : -4, 0, 0.0, 0.9
> CCC(=O)N1c2ccc(S(=O)(=O)N3CCCCC3)cc2CC1C (configuration not stated)
 : 5, 2, 0.0, 0.2
> Cc1ccc2ncnc(Nc3ccccc3)c2c1
 : 10, -4, 0.1, 1.8
> COc1ccc(OC)c(/C=C2/C(=O)N(c3ccc(C)c(C)c3)N=C2C)c1
 : 0, 6, -0.1, 0.9
> COC(=O)c1c(OCC2CCCCO2)cc(=O)n2c1CCN(C(=O)c1cccs1)CC2 (configuration not stated)
 : -21, 15, 0.6, 3.4
> Cc1ccc(S(=O)(=O)N(C)c2ccc(NS(C)(=O)=O)cc2)cc1
 : 8, 10, 0.0, -0.6
> CC(=O)Nc1ccnn1C1CCN(Cc2cnc(N3CCCC3)s2)CC1
 : -2, 13, 0.0, -1.0
> NC(=O)c1ccc(-c2ccc(/C=C3\C(=O)ON=C3c3ccccc3)o2)cc1
 : -7, 36, 0.1, 0.6
> O=C1c2c(sc3c2CCCC3)NC2(C(=O)N(Cc3c(Cl)cccc3Cl)c3ccccc32)N1CCc1ccccc1 (configuration not stated)
 : -8, 20, 0.3, -1.2
> CC1CN(S(=O)(=O)c2ccccc2[N+](=O)[O-])CC(C)O1 (configuration not stated)
 : 11, 15, 0.0, 0.4
> CCCOc1ccc(C2NC(=O)NC(C)=C2C(=O)OCc2ccc3c(c2)OCO3)cc1 (configuration not stated)
 : 55*, -11, 0.0, 2.1
> Cc1cc(Cl)ccc1OCC(=O)N1CCN(c2ccccc2)CC1
 : 7, 14, -0.2, 1.0
> Nn1cnn2c(SCC(=O)Nc3nnc(SCC(=O)Nc4ccc(Cl)cc4)s3)nnc12
 : -7, -6, -0.1, -1.2
> Cc1ccc(S(=O)(=O)NCc2ccc(C(=O)NCc3ccccc3Cl)cc2)cc1
 : -7, 0, 0.7, -0.2
> CCN(CCCNC(=O)CCNC(=O)Cn1cnc2sc3c(c2c1=O)CCCC3)Cc1ccccc1
 : 2, -22, 0.1, -1.5
> CC(C)CC(=O)N(NC(=O)c1ccccc1)c1ccccc1
 : 6, 9, 0.3, -0.2
> O=C(O)CCC(=O)N1CCc2cc(S(=O)(=O)NCc3ccc(Cl)cc3)ccc21
 : -5, -6, 0.1, -0.1
> CC(=O)c1ccc(NC(=O)NS(=O)(=O)c2ccc(C)cc2)cc1
 : -6, 0, -0.2, 5.4*
> CSc1ccc(/C=C2\C(=N)N3N=C(N4CCCC4)SC3=NC2=O)cc1
 : 1, 9, 0.8, 2.3
> CSc1nc(N)nn1-c1ccccc1
 : -8, -2, 0.1, 0.7

# Random excerpt: 2 entries already listed, in no set order.
# Screens in order: TEAD-YAP inh, MITF primary, FBW7 activator, GPR151 activ
> COc1ccc(OC)c(/C=C2/C(=O)N(c3ccc(C)c(C)c3)N=C2C)c1
 : 0, 6, -0.1, 0.9
> CC(C)CC(=O)N(NC(=O)c1ccccc1)c1ccccc1
 : 6, 9, 0.3, -0.2

# Two of these compounds, set out differently:
canonical_smiles: Nn1cnn2c(SCC(=O)Nc3nnc(SCC(=O)Nc4ccc(Cl)cc4)s3)nnc12
  TEAD-YAP inh: -7
  MITF primary: -6
  FBW7 activator: -0.1
  GPR151 activ: -1.2
canonical_smiles: Cc1ccc(S(=O)(=O)NCc2ccc(C(=O)NCc3ccccc3Cl)cc2)cc1
  TEAD-YAP inh: -7
  MITF primary: 0
  FBW7 activator: 0.7
  GPR151 activ: -0.2

# The listing continues.
# Screens in order: TEAD-YAP inh, MITF primary, FBW7 activator, GPR151 activ
> C/C(CC(=O)NCCc1ccccc1)=N\NC(=O)C(=O)Nc1cccc(C)c1
 : 7, 21, 0.0, -0.7
> Cc1cc(C)n(-c2nnc(C)c(=O)[nH]2)n1
 : -7, 25, -0.2, -0.8
> CC1CCCC(C)N1C(=O)Cn1c(=O)oc2cc(S(=O)(=O)N3CCCCC3)ccc21 (configuration not stated)
 : 3, -1, 0.1, 0.3
> CC(C)(C)c1ccc(NS(=O)(=O)c2ccccc2F)cc1
 : -5, 9, -0.1, -1.6
> CCc1ccc(CN2CCc3nnc(CNC(=O)C4CCCN(C)C4)n3CC2)o1 (configuration not stated)
 : 2, -1, 0.0, -0.2
> N#CCCN(C(=S)NC(=O)c1ccco1)c1ccccc1
 : 11, 14, 0.2, -0.6
> CCOc1ccc(-c2[nH]nc3c2C(c2cn[nH]c2-c2ccc(F)cc2)C(C#N)=C(N)O3)cc1 (configuration not stated)
 : -9, 1, -0.1, 0.2
> COc1ccc(CNC(=O)N2CCC(c3nc4ccncc4c(=O)[nH]3)C2)cc1 (configuration not stated)
 : -2, -10, 0.3, 1.3
> CCCc1nnc(SCC(=O)N2C(C)CCCC2C)n1CCCOC (configuration not stated)
 : 5, 15, 0.5, 3.0
> CCCC(C)NS(=O)(=O)c1ccc(NC(C)=O)cc1 (configuration not stated)
 : 3, -1, 0.1, -0.9
> CCOC(=O)c1ccc(NCc2ccccc2)c([N+](=O)[O-])c1
 : -48, 3, -0.3, 1.0
> CN(Cc1ccccc1)C(=O)CSc1ccc(Br)cc1
 : -30, 4, 0.2, 0.1
> O=C(NCCCN1CCCC1=O)c1cnc(Nc2nccc3ccccc23)s1
 : -12, -7, -0.1, -1.2
> COc1cn(CC(=O)N2CCc3ccccc32)c(CSc2ccccc2)cc1=O
 : -24, 7, 0.3, -0.3
> O=S(=O)(NCc1ccsc1)c1cc(Cl)ccc1Cl
 : 1, -16, 0.3, -0.6
> O=C(Nc1ccccc1C(=O)NC(Cc1c[nH]c2ccccc12)C(=O)O)c1ccco1 (configuration not stated)
 : -6, 0, -0.3, 0.9
> O=C(Oc1ccccc1)C1CCCN1S(=O)(=O)c1cccc2nsnc12 (configuration not stated)
 : -5, 9, 0.3, -0.1
> CC/C(C)=N/Nc1ccc([N+](=O)[O-])cc1[N+](=O)[O-]
 : 3, 23, 0.0, 1.3
> O=C(CN1CCC(O)(c2ccc3c(c2)OCO3)CC1)NC1CCCC1
 : 0, 0, -0.2, 0.2
> COC(=O)C1(CO)NC(c2ccc(C)cc2)C2C(=O)N(C)C(=O)C21 (configuration not stated)
 : 8, -11, -0.1, -0.3
> CC(=O)c1cccc(NC(=O)Cn2nnc(-c3ccc(C)cc3)n2)c1
 : 5, -5, 0.2, 3.1
> Cc1ccc(OCCOc2cccc(Br)c2)c([N+](=O)[O-])n1
 : -50, -5, -0.1, -1.7
> O=[N+]([O-])c1cccc(N/N=C/c2cc(Br)ccc2O)c1
 : -22, 9, -0.1, 0.0
> CCOC(=O)N1CCN(C(=O)CN(c2cc(C)ccc2OC)S(C)(=O)=O)CC1
 : 10, 15, -0.1, -0.3
> CCCn1nnnc1SCC(=O)Nc1cc(OC)cc(OC)c1
 : 4, 0, 0.3, 3.3
> CCN(CC)C(=O)Cn1cc(C(=O)C(C)(C)C)c2ccccc21
 : 2, 9, -0.1, -0.7
> Cc1cccc(C)c1N=C1NC(=O)C(CC(=O)O)S1 (configuration not stated)
 : 11, 10, 0.1, 1.8
> COC(=O)c1c(-c2ccc(OC)c(OC)c2)csc1NC(=O)CCC(=O)O
 : 1, 1, 0.1, 0.0
> N#CC1=C(N)OC2=C(C(=O)CCC2)C1c1cccc2ccccc12 (configuration not stated)
 : 2, -18, 0.8, 0.8
> Cn1c(=O)c2c(SCC(=O)c3ccccc3)nc(C3CC3)nc2n(C)c1=O
 : 0, 15, 0.1, 0.4
> CCN(CC)Cc1c(NC(=O)c2ccc(OC)cc2)sc2c1CCCC2
 : -61, -17, -0.1, 0.2
> Cc1csc(NC(=O)CSc2nnc3c(C)cc4ccccc4n23)n1
 : 7, 6, 0.6, 0.0
> O=C(CC1C(=O)NCCN1Cc1c(F)cccc1Cl)NCCc1ccc(O)cc1 (configuration not stated)
 : 4, -4, 0.0, -1.8
> COc1ccc(Cl)cc1NC(=O)c1ccccc1Br
 : -4, 8, 0.1, -0.5
> Cc1ccc(C2CC(c3ccc(F)cc3)n3ncnc3N2)cc1 (configuration not stated)
 : -11, 13, 0.3, -0.8
> c1ccc(-c2cnn3c(NCCc4ccccn4)ccnc23)cc1
 : 57*, -22, -0.1, 0.8
> COc1ccc(C(=O)N/N=C\c2ccc(C)s2)cc1
 : -53, 5, 0.0, -0.9
> COC(=O)c1ccc(NC(=O)c2ccc(OC)cc2OC)cc1
 : -15, 8, -0.1, -0.6
> CN(C)c1ccccc1C(=O)NCC1CCC2(CCN(Cc3cccnc3)CC2)O1 (configuration not stated)
 : 1, 12, 0.5, -1.2
> COc1cc(S(=O)(=O)N2c3ccccc3CC2C)ccc1Cl (configuration not stated)
 : 2, 5, 0.1, 0.3
> Cc1cc(C)c2c(c1)C(O)(c1sc(N)nc1-c1ccccc1)C(=O)N2 (configuration not stated)
 : 5, 15, 0.0, 0.6
> CCOc1ccc(S(=O)(=O)Nc2cc3c4c(oc3c3ccccc23)CC(C)CC4)cc1 (configuration not stated)
 : -6, -8, -0.1, 0.5
> COc1cccc(CN(CCCN2CCCC2)C(=O)Nc2ccc(-c3cn[nH]c3)cc2OC)c1
 : -4, 14, 0.9, -1.2
> O=C(N1CCCCC1)C12CC3CC(C1)CC(c1ccc([N+](=O)[O-])cc1)(C3)C2
 : -1, 0, 0.1, 6.8*
> O=C(c1ccc2c(c1)N(Cc1c(F)cccc1Cl)C(=O)CS2)N1CCCC1
 : 8, -2, 0.1, -0.5
> Cc1cc(/C=C(\C#N)c2ccccc2)c(C)n1-c1cccc([N+](=O)[O-])c1
 : -1, -8, -0.5, -0.3
> COc1ccc(-c2noc(-c3ccccc3OC)n2)cc1
 : -63, 6, 0.0, -3.3
> Cc1c(NC(=O)C2CCCN2S(=O)(=O)c2ccccc2)c(=O)n(-c2ccccc2)n1C (configuration not stated)
 : -13, 0, 0.6, 1.8
> O=C(c1cccs1)N1CCSC1=S
 : 1, 9, 0.9, -0.5
> CC1CCCCN1CC(=O)Nc1sc2c(c1C#N)CCC2 (configuration not stated)
 : -8, 9, 0.0, -1.2
> CCSc1nnc2c(n1)OC(c1ccncc1)Nc1ccccc1-2 (configuration not stated)
 : -9, 1, -0.2, 0.1
> Cc1nc(CCNC(=O)CCc2nnc(-c3ccc4c(c3)OCO4)o2)sc1C
 : 3, 13, 0.0, -0.6
> COc1ccc(-c2nc3cnccn3c2NCCc2ccc(OC)c(OC)c2)cc1CO
 : 7, -6, 0.0, 1.9
> CC(=O)NC1C(OCc2ccccc2)OC(C(N)=O)C(OC(C)=O)C1OC(C)C(=O)O (configuration not stated)
 : -23, -1, -0.2, -0.5
> CCOC(=O)c1nn(CCO)c2c1CN(Cc1cc3ccccc3o1)CC2
 : -5, 7, 0.2, -0.4
> Cn1cc(S(=O)(=O)NCCC(c2ccccc2)c2ccccc2)c(=O)n(C)c1=O
 : 0, 11, 1.2, 4.9*
> Cc1ccc2nc(N3C(=O)C(O)=C(C(=O)c4ccco4)C3c3ccco3)sc2c1 (configuration not stated)
 : -53, 21, -0.2, -2.3
> CCn1cc(C(=O)O)c(=O)c2cnc(N3CCN(C(=S)NC(=O)c4ccc(F)c(F)c4)CC3)nc21
 : 5, -6, 0.0, -1.6
> O=C(Nc1nnc(C(F)(F)F)s1)c1ccccc1F
 : -27, 4, -0.3, -5.3
> CCc1c(C)nc(SCC(=O)c2ccc(Cl)cc2)[nH]c1=O
 : -18, -2, -0.1, 1.3

# Next section:
# Screens in order: TEAD-YAP inh, MITF primary, FBW7 activator, GPR151 activ
> COc1ccc(Cl)cc1NC(=O)CN1CCC(n2nnc3cc(C)ccc32)CC1
 : -3, 23, -0.1, -0.4
> COc1ccc(-n2nc(C(=O)N3CC(C)CC(C)C3)c3ccccc3c2=O)cc1 (configuration not stated)
 : 6, 15, 0.0, 0.3
> CC(=O)Nc1ccc(NC(=O)c2cccc(N3CCN(Cc4ccc5c(c4)OCO5)CC3)n2)cc1
 : -1, 10, 0.6, 1.7
> Cc1ccc(S(=O)(=O)Nc2c(C)cc(O)c(S(=O)(=O)c3ccc(C)cc3)c2C)cc1
 : 3, 4, 0.5, -1.2
> CC(C)C(C(=O)Nc1ccc2c(c1)OCO2)N1C(=O)c2ccccc2C1=O (configuration not stated)
 : -19, -7, -0.1, -0.4
> O=[N+]([O-])c1c(NCCCO)cc(N2CCOCC2)c2nonc12
 : -7, 1, -0.3, -0.5
> Cc1ccc(NC(=O)C2CCN(S(C)(=O)=O)CC2)cc1
 : 12, 5, 0.1, 10*
> CCCCOc1ccc(NC(=O)CSc2ccc(C(=O)O)cn2)cc1
 : 3, -1, -0.1, 4.0
> COc1cc(C2C(C(=O)OC3CCCC3)=C(C)NC3=C2C(=O)CC(C)(C)C3)cc(OC)c1OC (configuration not stated)
 : -18, -3, 0.0, 0.1
> Cc1ccc2nc(C3CCN(C(=O)c4cccc(F)c4)CC3)[nH]c2c1
 : 3, 6, 0.0, 0.3
> CCOC(=O)c1ccc(N2C(=O)C3C4CCC(C4)C3C2=O)cc1 (configuration not stated)
 : 3, -12, 0.0, 1.7
> Cc1cccc(C)c1OCCOCCNCCN
 : -1, 55*, -0.4, 0.2
> CCCCOc1ccccc1NC(=O)CC1(CC(=O)O)CCCCC1
 : 5, -7, 0.1, 0.5
> CC1CCCC(C)N1C(=O)CN1CCC(O)(c2ccccc2)CC1 (configuration not stated)
 : 5, -11, -0.2, 0.1
> COCCn1nnnc1C(c1ccccc1)N1CCN(c2cccc(C)c2C)CC1 (configuration not stated)
 : -3, -4, -0.3, -0.4
> CCN1C(=O)NC(c2ccccc2Cl)C(C(=O)OC(C)C)=C1C (configuration not stated)
 : -1, 2, 0.0, -0.3

# Copied from the list.
# CCN1C(=O)NC(c2ccccc2Cl)C(C(=O)OC(C)C)=C1C (configuration not stated) in MITF primary → 2
# CCOC(=O)c1ccc(N2C(=O)C3C4CCC(C4)C3C2=O)cc1 (configuration not stated) in TEAD-YAP inh → 3
